Lmaj promast = Leishmania major promastigote growth inhibition | AID 1063 | Leishmania major promastigotes, resazurin fluorescence viability | 200,000 compounds, 9% hits | inhibition, % at 10 µM; in the data active = inhibition above about 50%;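 note: promastigotes grown with compound for 44 hours at 28 °C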
TNAP inh hi DEA = TNAP (human) inhibition, high acceptor; P05186; purified TNAP, CDP-star luminescence, 1 M DEA; inhibition, % at 20 µM; 200,000 compounds, 0.03% hits; AID 1135;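 active = over 50% inhibition of tissue-nonspecific alkaline phosphatase at 20 µM in the single-dose screen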;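 note: plate controls were DMSO wells for no effect and EDTA-quenched wells as full inhibition for full effect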
Target sequence (P05186 whole entry, looked up): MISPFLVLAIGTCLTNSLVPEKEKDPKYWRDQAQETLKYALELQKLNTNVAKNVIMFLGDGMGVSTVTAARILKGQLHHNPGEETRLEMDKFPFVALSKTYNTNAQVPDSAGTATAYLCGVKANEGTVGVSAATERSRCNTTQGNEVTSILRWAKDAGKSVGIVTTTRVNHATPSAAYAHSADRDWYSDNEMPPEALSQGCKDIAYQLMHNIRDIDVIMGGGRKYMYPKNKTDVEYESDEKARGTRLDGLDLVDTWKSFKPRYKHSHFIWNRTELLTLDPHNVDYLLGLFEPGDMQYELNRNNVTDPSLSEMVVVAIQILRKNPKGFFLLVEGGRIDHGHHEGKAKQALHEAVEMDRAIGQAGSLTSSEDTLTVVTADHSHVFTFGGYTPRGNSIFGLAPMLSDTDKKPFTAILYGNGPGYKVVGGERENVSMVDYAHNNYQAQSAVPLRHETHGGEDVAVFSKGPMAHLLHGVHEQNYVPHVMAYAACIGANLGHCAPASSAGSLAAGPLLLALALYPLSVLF
TNAP act hi DEA = TNAP (human) activation, high acceptor | activation factor at 20 µM | purified TNAP, CDP-star luminescence, 1 M DEA, 30 min; stronger effect = higher value; 0 = EDTA background, 1 = DMSO-only activity | P05186 | AID 1136 | 200,000 tested, under 10 active;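 active = activation factor at least 2 at 20 µM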
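Dosing: 20 µM single point. System: human TNAP. Amount: TNAP 1/800 final. Incubation: 30 min, room temperature. Read-out: TNAP activation factor scaled between EDTA and DMSO control wells. Signal: luminescence from CDP-star hydrolysis. Medium: 1 M DEA, pH 9.8, Mg2+, Zn2+. Control set: EDTA negative control, DMSO positive control.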
Diaph inh CS = diaphorase inhibition or chemical oxidation counter-screen. diaphorase resazurin-to-resorufin fluorescence, NADH, 16 min; bacterial (C. kluyveri) enzyme, not human. inhibition, % at 20 µM. AID 1217. 190,000 compounds, 0.69% hits;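 active = primary screen inhibition at 20 µM above a set limit, cut at about 50% in these data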;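 note: plate controls were DMSO with full reaction for no effect and wells lacking NADH for full effect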
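material = Clostridium kluyveri diaphorase enzyme | amount = 0.14 U/mL diaphorase, enzyme working solution | schedule = incubation 16 min, room temperature | detection = fluorescence of resorufin formed from resazurin, Ex 544/Em 590 nm | benchmarks = positive control minus NADH, DMSO neutral control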
Diaphorase act = diaphorase activation or chemical reduction counter-screen | Diaphorase/resazurin coupled assay, resorufin fluorescence, 16 min; stronger effect = higher value; 1 = vehicle wells, 0 = NADH-free wells | activation factor at 20 µM | 190,000 compounds, 0.005% hits | AID 1229;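 active = diaphorase activity raised at least twofold by the compound at 20 µM; inactive = activation factor below 2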
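Assay system: bacterial diaphorase enzyme (C. kluyveri) / Input: enzyme 0.07 U/mL final / Medium: 50 mM HEPES pH 7.4 with 4.542 mM MgCl2, 0.005% Tween 20 / Doses: single compound dose of 20 µM, 1% DMSO final / Incubation: 16 min enzyme reaction, ambient temperature / Signal: fluorescence, excitation 544 nm and emission 590 nm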
bIAP activator = increases bovine intestinal alkaline phosphatase activity | 200,000 compounds, 0.17% hits | activation factor at 20 µM | purified bovine IAP, CDP-star luminescence, 30 min; stronger effect = higher value; fold of DMSO-control signal, blank-subtracted;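 active = activation factor of 2 or more at 20 µM, a signal rise over negative controls twice the positive control's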
TNAP inh no acc = blocks human TNAP activity with no phosphate acceptor present; AID 1012; 200,000 compounds, 0.26% hits; inhibition, % at 20 µM; purified TNAP, CDP-star luminescence, 30 min;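 active = tissue-nonspecific alkaline phosphatase inhibition above about 50% at 20 µM in the single-dose screen, limit read from the data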;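 note: 0% = DMSO negative control and 100% = EDTA positive control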
PMI act satM6P = increases human PMI activity with near-saturating mannose 6-phosphate. P34949. coupled PMI enzyme assay, resazurin fluorescence, 20 min; stronger effect = higher value; 1 = untreated enzyme, 0 = substrate-free blank. activation factor at 20 µM. 190,000 compounds, 0.34% hits. AID 1216;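 active = activation factor of 2 or more at 20 µM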
Target sequence (P34949 whole entry, looked up): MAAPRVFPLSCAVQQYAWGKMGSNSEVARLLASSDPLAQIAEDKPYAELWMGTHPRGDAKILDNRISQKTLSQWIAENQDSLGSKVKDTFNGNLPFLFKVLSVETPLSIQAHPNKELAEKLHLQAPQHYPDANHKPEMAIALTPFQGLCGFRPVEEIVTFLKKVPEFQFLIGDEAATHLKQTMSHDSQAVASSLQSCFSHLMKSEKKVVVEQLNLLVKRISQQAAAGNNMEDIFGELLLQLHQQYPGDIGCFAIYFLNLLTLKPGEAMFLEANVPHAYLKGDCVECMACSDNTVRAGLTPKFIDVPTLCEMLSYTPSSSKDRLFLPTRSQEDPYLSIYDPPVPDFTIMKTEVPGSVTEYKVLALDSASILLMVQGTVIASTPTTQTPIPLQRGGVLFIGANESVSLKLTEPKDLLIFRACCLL
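test system = human PMI in coupled enzyme assay | medium = HEPES-buffered pH 7.4 with magnesium and detergent | also added = 1.0 mM mannose-6-phosphate substrate with 0.22 mM NADP+ | compound = 20 µM single dose | times = 20 min incubation at room temperature | measured by = resorufin fluorescence (Ex 544/Em 590 nm) from resazurin via diaphorase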
bIAP inhibitor = intestinal alkaline phosphatase (bovine) inhibition. purified bovine IAP, CDP-star luminescence, 30 min. inhibition, % at 20 µM. AID 1019. 190,000 tested, under 10 active;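 active = over 50% inhibition of intestinal alkaline phosphatase at 20 µM in the single-dose screen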
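Assay system – bovine IAP enzyme · Quantity – bovine IAP at 1/65,000,000 final dilution · Detection – CDP-star luminescence signal · Times – 30 min reaction at room temperature · Also added – CDP-star substrate at 30 µM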
PMI activator = increases human mannose-6-phosphate isomerase activity; P34949; purified human PMI, coupled resazurin fluorescence, 20 min; stronger effect = higher value; 1 = vehicle control, 0 substrate-free wells; activation factor at 20 µM; 190,000 compounds, 0.005% hits; AID 1214;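 active = activation factor of 2 or more at 20 µM, relative to plate controls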
Active calls of the source: *; . = not tested or not shown.

SMILES | Lmaj promast | TNAP inh hi DEA | TNAP act hi DEA | Diaph inh CS | Diaphorase act | bIAP activator | TNAP inh no acc | PMI act satM6P | bIAP inhibitor | PMI activator
CCc1ccc2[nH]c(=O)c(C(c3nnnn3Cc3ccccc3)N3CCOCC3)cc2c1 (centres undefined) | 96* | -6 | 1.1 | 3 | 1 | 0.9 | 8 | 1.1 | 8 | 1.1
Cc1cc2cc(CN(Cc3ccc4c(c3)OCO4)C(=O)c3cnccn3)c3nnnn3c2cc1C | 22 | -7 | 1.1 | 46 | 0.5 | 1 | -10 | 0.9 | -2 | 0.8
O=C(CNC(=O)c1cccc(OC(F)F)c1)OCc1cc(=O)n2cc(Br)ccc2n1 | -4 | 6 | 0.9 | 18 | 0.8 | 0.9 | 3 | 0.9 | 13 | 0.8
CCOC(=O)N1CCN(S(=O)(=O)c2ccc3c(c2)SCC(=O)N3)CC1 | -6 | -9 | 1.1 | 8 | 0.9 | 1 | -14 | 1 | 1 | 1
CC(C)CCNC(=O)CCCOc1cc(=O)n(C)c2ccccc12 | 1 | -3 | 1 | -6 | 1.1 | 1.1 | -10 | 1 | -9 | 1
c1ccc2c(c1)CCN(CCCNc1nc3ccccc3n3cnnc13)C2 | 0 | -10 | 1.1 | 10 | 0.9 | 1.1 | -3 | 1.1 | -5 | 1
CC1CCc2c(C(=O)Nc3ccc(OC(F)(F)F)cc3)csc2C1 (centres undefined) | -5 | -2 | 1 | 4 | 1 | 1.1 | -9 | 1 | -9 | 0.9
COc1ccc(-c2cc(C(=O)NCc3ccco3)no2)cc1OC | -3 | -1 | 1 | 6 | 0.9 | 0.8 | -8 | 1.1 | 19 | 1
Cn1c2ccccc2c2nnc(SCc3ccc4nonc4c3)nc21 | -12 | -6 | 1.1 | 26 | 0.7 | 0.9 | -10 | 0.9 | 5 | 0.8
COc1ccc(-n2cc(-c3ccccc3)c3c(N4CCN(CCO)CC4)ncnc32)cc1 | 26 | -4 | 1 | 11 | 0.9 | 1.2 | -11 | 0.8 | -16 | 0.8
O=C(CSc1nc2ccccc2n1Cc1ccc(Cl)cc1)N/N=C/c1ccc(C(=O)O)cc1 | 3 | -4 | 1 | 25 | 0.8 | 1.1 | -10 | 1 | -15 | 1
O=C(CCSCCc1ccccn1)Nc1ccc(Cl)cn1 | -1 | -2 | 1 | 0 | 1 | 1 | -9 | 1 | 5 | 0.9
COc1cc(C2C(C#N)=C(N)OC3=C2C(=O)CCC3)c([N+](=O)[O-])cc1OC (centres undefined) | -2 | 4 | 1 | 34 | 0.7 | 1 | -2 | 0.5 | -1 | 0.8
CC1CC2(CC(C)(C(=O)CSc3nc4ccccc4s3)OC2=O)C(=O)O1 (centres undefined) | -8 | -6 | 1.1 | 18 | 0.8 | 1 | -17 | 0.9 | -4 | 0.8
COc1ccccc1-n1cc(C(=O)N2CCCC(CO)(Cc3ccccc3C)C2)cn1 (centres undefined) | 19 | -4 | 1 | 10 | 0.9 | 1 | -8 | 1.1 | 3 | 1
O=C(CSc1cccc[n+]1[O-])Nc1cccc(Oc2ccccc2)c1 | -4 | -3 | 1 | 6 | 0.9 | 1.1 | 0 | 1 | -8 | 1
CCOC(=O)C1=C(c2ccccc2)NC(=O)NC1c1ccc(OC)c(OC)c1 (centres undefined) | 0 | -3 | 1 | 4 | 1 | 1.1 | -16 | 1.1 | -10 | 1.1
Cc1cc(/C=C2\SC(N)=NC2=O)c(C)n1-c1ccc(F)cc1 | -1 | -4 | 1 | 20 | 0.8 | 1 | -9 | 0.7 | 2 | 0.9
O=C(NNC(=S)Nc1ccccc1C(F)(F)F)c1ccc(Br)o1 | -7 | -5 | 1.1 | 3 | 1 | 1.3 | -137 | 1 | -26 | 1
COc1cc(-c2nc(-c3ccc(Br)o3)no2)cc(OC)c1OC | 3 | -9 | 1.1 | 20 | 0.8 | 1 | -15 | 0.8 | 2 | 0.9
CN(C)S(=O)(=O)c1ccc(C(=O)OCC(=O)NCc2ccco2)cc1 | 8 | -4 | 1 | 9 | 0.9 | 1.3 | -17 | 0.9 | -28 | 1
COc1cc(C(=O)NCC(=O)OCC(=O)c2ccc[nH]2)cc(OC)c1OC | -1 | -3 | 1 | 20 | 0.8 | 1 | -42 | 0.8 | 4 | 0.8
S=C(NCC1CCCCC1)Nc1cccnc1 | 6 | 3 | 1 | 13 | 0.9 | 0.9 | -2 | 1 | 5 | 0.9
Nc1ccc2c(c1)COC2=O | -6 | -5 | 1.1 | 10 | 0.9 | 1 | -8 | 1 | 2 | 1.1
COc1cc2c(cc1OC)C1(Nc3c-2c(-c2ccccc2)nn3-c2ccccc2)C(=O)Nc2ccccc21 (centres undefined) | 42 | -5 | 1.1 | 25 | 0.8 | 0.9 | -4 | 0.9 | 8 | 0.9
O=C(N/C=C/n1cnc2cc(C(F)(F)F)ccc21)c1ccccc1 | 12 | -3 | 1 | 3 | 1 | 1.1 | -12 | 1 | -6 | 1
CC(C)OC(=O)c1ccc(NC(=O)CSc2nc3ncccc3[nH]2)cc1 | 5 | -6 | 1.1 | 24 | 0.8 | 1.2 | 14 | 1 | -21 | 1
O=C(COC(=O)CCc1ccc(S(=O)(=O)N2CCOCC2)cc1)NCc1ccccc1Cl | -4 | -4 | 1 | 5 | 1 | 1.2 | -11 | 1 | -17 | 1
Cc1cc(/C=C(\C#N)C(N)=O)c(C)n1-c1ccc(N2CCOCC2)c([N+](=O)[O-])c1 | 12 | 3 | 1 | 11 | 0.9 | 0.7 | -8 | 1 | 30 | 1
COc1ccc(S(=O)(=O)Nc2ccc(F)c(F)c2)cc1Cl | 6 | -6 | 1.1 | 7 | 0.9 | 1.1 | -6 | 0.9 | -8 | 0.8

Shown with two lines to a compound: entries from further up.
The line under a structure holds: Lmaj promast | TNAP inh hi DEA | TNAP act hi DEA | Diaph inh CS | Diaphorase act | bIAP activator | TNAP inh no acc | PMI act satM6P | bIAP inhibitor | PMI activator
- S=C(NCC1CCCCC1)Nc1cccnc1
 : 6 | 3 | 1 | 13 | 0.9 | 0.9 | -2 | 1 | 5 | 0.9
- Nc1ccc2c(c1)COC2=O
 : -6 | -5 | 1.1 | 10 | 0.9 | 1 | -8 | 1 | 2 | 1.1

(more compounds)
SMILES | Lmaj promast | TNAP inh hi DEA | TNAP act hi DEA | Diaph inh CS | Diaphorase act | bIAP activator | TNAP inh no acc | PMI act satM6P | bIAP inhibitor | PMI activator
O=C(COC(=O)c1ccc2c(c1)OCCO2)Nc1cc(S(=O)(=O)N2CCOCC2)ccc1Cl | -1 | -2 | 1 | 20 | 0.8 | 0.9 | -3 | 0.9 | 13 | 0.9
O=[N+]([O-])c1ccccc1NC(=S)N/N=C/c1ccc(O)c(O)c1 | 1 | 20 | 0.8 | 72* | 0.3 | 0.8 | 85* | 1 | 18 | 0.5
Cc1nn(CCCC(=O)Nc2cc(Oc3ccccc3)cc([N+](=O)[O-])c2)c(C)c1[N+](=O)[O-] | 99* | -1 | 1 | 22 | 0.8 | 1 | 1 | 0.9 | 2 | 0.8
COc1ccc(C(=O)N/C(=C\c2ccccc2)C(=O)NC(CCSC)C(=O)O)cc1 (centres undefined) | 2 | -4 | 1 | 28 | 0.7 | 1 | -8 | 0.9 | 3 | 0.9
CCNC(=S)N(CCc1c(C)[nH]c2ccc(C)cc12)Cc1cccs1 | 39 | -3 | 1 | 26 | 0.7 | 1.1 | -12 | 0.8 | -13 | 0.8
COCCNC(=O)c1onc(CSc2ccc(F)c(F)c2)c1C(=O)O | -4 | -2 | 1 | -7 | 1.1 | 1.1 | -11 | 1.1 | -8 | 1
Cc1ccc(-n2cc(C(=O)O)c(=O)cc2C)c(C)c1 | -3 | -6 | 1.1 | 16 | 0.8 | 1.2 | -15 | 0.8 | -15 | 0.9
O=C(NCCCN1CCOCC1)c1ccc(-c2ccc(Cl)cc2)o1 | 7 | -2 | 1 | -9 | 1.1 | 1.3 | 1 | 0.9 | -28 | 0.9
CCOC(=O)C1=NOC(CNc2ncc(C(F)(F)F)cc2Cl)C1 (centres undefined) | -4 | -6 | 1.1 | 0 | 1 | 1.3 | -5 | 1 | -25 | 1
CCC(C)NC(=O)CSc1n[nH]c(-c2cc(Cl)ccc2OC)n1 (centres undefined) | -2 | -2 | 1 | 4 | 1 | 0.9 | 32 | 1.1 | 5 | 1.1
O=c1c2ccccc2nc2n1-c1ccccc1CCC2 | -3 | -4 | 1 | 12 | 0.9 | 1 | -13 | 1 | 5 | 1
C=CCn1c(CNC(=O)c2cccs2)nnc1SCC(=O)c1ccc(Br)cc1 | -6 | -6 | 1.1 | 14 | 0.9 | 1 | -8 | 0.9 | 5 | 0.9
CSCC(=O)NS(=O)(=O)c1ccc(C)cc1 | -7 | -5 | 1.1 | -7 | 1.1 | 0.7 | -10 | 1.2 | 34 | 1.2
COc1cc(NC(=O)COC(=O)CC(C)(C)C)c(C)cc1[N+](=O)[O-] | 2 | -4 | 1 | 15 | 0.9 | 0.2 | -7 | 0.9 | . | 1
CC(C)NC(=O)/C(=C/c1ccco1)c1ccccc1 | 0 | -4 | 1 | 20 | 0.8 | 1 | -10 | 0.9 | 5 | 1
O=C(NN1CCOCC1)c1ccc(Cl)cc1 | -3 | -5 | 1 | 0 | 1 | 0.9 | -12 | 1 | 11 | 1
CC(C)(C)c1ccccc1NC(=O)c1ccco1 | -4 | -4 | 1 | 7 | 0.9 | 1 | -10 | 1 | 4 | 1.1

5 entries already listed, ordered by length of the SMILES, highest first:
SMILES | Lmaj promast | TNAP inh hi DEA | TNAP act hi DEA | Diaph inh CS | Diaphorase act | bIAP activator | TNAP inh no acc | PMI act satM6P | bIAP inhibitor | PMI activator
COc1cc(NC(=O)COC(=O)CC(C)(C)C)c(C)cc1[N+](=O)[O-] | 2 | -4 | 1 | 15 | 0.9 | 0.2 | -7 | 0.9 | . | 1
C=CCn1c(CNC(=O)c2cccs2)nnc1SCC(=O)c1ccc(Br)cc1 | -6 | -6 | 1.1 | 14 | 0.9 | 1 | -8 | 0.9 | 5 | 0.9
CCC(C)NC(=O)CSc1n[nH]c(-c2cc(Cl)ccc2OC)n1 (centres undefined) | -2 | -2 | 1 | 4 | 1 | 0.9 | 32 | 1.1 | 5 | 1.1
CCOC(=O)C1=NOC(CNc2ncc(C(F)(F)F)cc2Cl)C1 (centres undefined) | -4 | -6 | 1.1 | 0 | 1 | 1.3 | -5 | 1 | -25 | 1
O=C(NN1CCOCC1)c1ccc(Cl)cc1 | -3 | -5 | 1 | 0 | 1 | 0.9 | -12 | 1 | 11 | 1

High-throughput results from PubChem.

Compounds as they come. About 10% of those tested had a hit in this group.
